Bioassay records from PubChem.
Coupling enz: coupling enzyme interference in Giardia aldolase counter-screen | coupling enzyme system counterscreen, AmpLite Red fluorescence | activity change, negative = inhibition, % at 58.2 µM, hits read low | 290,000 compounds, 0.67% hits | AID 2472; in the data active = activity change below about -30%; note: % is set by controls: 0 for no effect and ±100 for the full control effect
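Counterscreen lacking aldolase: glyceraldehyde-3-phosphate coupling-enzyme reagent preincubated 10 min at RT with compound (at 57.5 uM final), then substrate/coupling system with AmpLite Red added; fluorescence read at 525/598 nm after 20 min RT.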
Menin MLL FP TR: displaces Texas Red mutant MLL peptide from human menin. O00255. Menin + Texas Red MLL mutant peptide, fluorescence polarization. Potency, µM (highest dose often 61.6 µM), inactives show at the top dose FP activity change, negative = inhibition, hits mostly inhibitors. 270,000 compounds, 0.23% hits. AID 1768; active = well fitted inhibition curve with a large enough effect in the polarisation, with a control signal flat, not every such curve was filed as active; inconclusive = small, poorly fitted or top-dose-only effect, or effect the other way, or a change in a side signal; inactive = no such curve, though single readings can be large or run the other way; the % refers to the polarisation; note: potency is the fitted concentration of half-maximal effect; % of control where 0% means no effect; many of its hits are not listed in these tables
Target sequence (O00255 whole entry, looked up): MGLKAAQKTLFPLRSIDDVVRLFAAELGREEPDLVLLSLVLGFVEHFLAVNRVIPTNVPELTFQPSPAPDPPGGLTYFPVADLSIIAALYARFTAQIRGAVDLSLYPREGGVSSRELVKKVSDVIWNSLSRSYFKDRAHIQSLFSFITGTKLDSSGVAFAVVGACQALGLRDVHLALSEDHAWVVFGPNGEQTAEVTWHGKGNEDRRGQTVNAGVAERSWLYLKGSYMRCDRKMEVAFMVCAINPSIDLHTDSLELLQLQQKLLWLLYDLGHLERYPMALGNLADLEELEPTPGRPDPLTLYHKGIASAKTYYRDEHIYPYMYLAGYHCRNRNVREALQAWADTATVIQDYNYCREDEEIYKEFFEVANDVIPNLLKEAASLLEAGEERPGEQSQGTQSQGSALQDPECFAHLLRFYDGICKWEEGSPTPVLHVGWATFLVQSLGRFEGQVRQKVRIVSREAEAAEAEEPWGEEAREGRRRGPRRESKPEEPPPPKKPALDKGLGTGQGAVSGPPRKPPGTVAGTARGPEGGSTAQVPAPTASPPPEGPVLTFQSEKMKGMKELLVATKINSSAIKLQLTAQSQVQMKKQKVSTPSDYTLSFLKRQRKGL
Numbers without * were called inactive; ? = inconclusive; & = joins results of further samples; [ ] = remark or other dose. A portion of the library (hit frequency here may not be typical).

Start of the listing, in advance, two compounds:
SMILES	Coupling enz	Menin MLL FP TR
CCN1C[C@@]2(OC(=O)c3ccccc3NC(C)=O)CCC(OC)[C@@]34C5CC6C(OC)C[C@@](O)(C(CC23)[C@@H]14)C5(O)C6OC (stereo partly specified)	0	-15%
CC(=O)OC[C@H](N)C(=O)c1ccccc1	4	3%

The list itself (from the top)
SMILES	Coupling enz	Menin MLL FP TR
CCN1C[C@@]2(OC(=O)c3ccccc3NC(C)=O)CCC(OC)[C@@]34C5CC6C(OC)C[C@@](O)(C(CC23)[C@@H]14)C5(O)C6OC (stereo partly specified)	0	-15%
CC(=O)OC[C@H](N)C(=O)c1ccccc1	4	3%
O=C(Oc1ccccc1)N1CCC[C@@]2(CCN(Cc3ccccc3)C2)C1	-1	0%
CCCCC/C=C\C/C=C\CCCCCCCCCC(=O)NCCO	2	-8%
COCC#CCN1CCCCC1c1cccnc1 (stereo unspecified)	-2	1%
C[C@@H]1O[C@@H](O[C@H]2CC[C@]3(C=O)C4CC[C@]5(C)[C@@H](C6=CC(=O)OC6)CC[C@]5(O)[C@@H]4CC[C@]3(O)C2)[C@H](O)[C@H](O)[C@H]1O (stereo partly specified)	-3	1%
O=C(c1ccco1)N1CCC[C@@]2(CCN(Cc3ccncc3)C2)C1	2	6%
O=C(/C=C/c1ccccc1)NC(NC(=S)Nc1cccc2cccnc12)C(Cl)(Cl)Cl (stereo unspecified)	-6	?
COc1c2c(cc3c1OCO3)C13C=CC(OC)CC1N(C2)CC3O (stereo unspecified)	8	6%
CC[C@H](Oc1ccc(Cl)cc1)C(=O)OC1C[C@H]2CC[C@@H](C1)N2C (stereo partly specified)	-4	-8%[24.8 µM]
Cn1cc(C(=O)C(=O)N[C@H]2CN3CCC2CC3)c2ccccc21	0	1%[24.8 µM]
COC(=O)[C@]1(C)CC[C@@]2(C)CC[C@@]3(C)C4=CC=C5C(=CC(=O)C(O)=C5C)[C@@]4(C)CC[C@@]3(C)C2C1 (stereo partly specified)	-3	30%
CC(CO)NC(=O)C1C=C2c3cccc4[nH]cc(c34)C[C@H]2N(C)C1 (stereo partly specified)	0	-1%
C[C@]12O[C@H](C[C@@]1(O)C(=O)O)n1c3ccccc3c3c4c(c5c6ccccc6n2c5c31)CNC4=O	0	-12%
COc1ccc(NC(=O)N2CCCC3(CCN(C(=O)Oc4ccccc4)CC3)C2)cc1	0	-4%

Part of the list above, with each value named.
> O=C(Oc1ccccc1)N1CCC[C@@]2(CCN(Cc3ccccc3)C2)C1
  Coupling enz: -1	Menin MLL FP TR: 0%
> CCCCC/C=C\C/C=C\CCCCCCCCCC(=O)NCCO
  Coupling enz: 2	Menin MLL FP TR: -8%
> COCC#CCN1CCCCC1c1cccnc1 (stereo unspecified)
  Coupling enz: -2	Menin MLL FP TR: 1%
> C[C@@H]1O[C@@H](O[C@H]2CC[C@]3(C=O)C4CC[C@]5(C)[C@@H](C6=CC(=O)OC6)CC[C@]5(O)[C@@H]4CC[C@]3(O)C2)[C@H](O)[C@H](O)[C@H]1O (stereo partly specified)
  Coupling enz: -3	Menin MLL FP TR: 1%

Continued.
SMILES	Coupling enz	Menin MLL FP TR
CN1CC[C@@]2(c3cccc(O)c3)Cc3nc4ccccc4cc3C[C@H]2C1	0	-7%[24.8 µM]
CN1[C@H]2CC(=O)C[C@@H]1[C@@H](O)C2	0	65%[activator][24.8 µM]
CCCCCCCCc1[se]c2ccccc2c1Br	4	11%
CCCCC/C=C\C/C=C\C/C=C\C/C=C\CCCC(=O)NC(C)C(=O)O (stereo unspecified)	1	-3%
CC(=O)OC1C[C@@]2(C)C(c3ccoc3)C[C@H]3O[C@@]32[C@@]2(C)C(=O)C(O)=C3C(C)(C)C(=O)C=C[C@]3(C)C12 (stereo partly specified)	-3	16%
C[C@@]12CC[C@H](O)C[C@@H]1CC[C@H]1[C@@H]2C[C@@H](O)[C@]2(C)[C@@H](C3=CC(=O)OC3)CC[C@]12O	0	1%[24.8 µM]
CCCC[N+]12C3CC(C(CC)[C@H]1O)[C@@H]1C(O)C4(C[C@@H]12)c1ccccc1N(C)C34 (stereo partly specified)	2	-19%
C[C@@]12CC[C@H]3[C@@H](CC[C@]4(O)C[C@H](O)CC[C@@]34C=O)[C@]1(O)CC[C@@H]2C1=CC(=O)OC1	-1	-13%[24.8 µM]
CC(C)(O)[C@@H]1C2OC(=O)[C@@H]1[C@]1(O)C[C@H]3O[C@]34C(=O)O[C@H]2[C@]14C	9	-16%[24.8 µM]
O=C(Nc1ccccc1-c1ccc(Cl)cc1)c1cccnc1Cl	-1	7%
N[C@H](CCCCCP(=O)(O)O)C(=O)O	4&2	3%
Cc1cccc([C@H](C)c2cnc[nH]2)c1C	-2	-16%[24.8 µM]
CCN1C[C@]2(C)CCC(OC)[C@@]34C5C[C@@H]6CC[C@@](O)(C5C(=O)O6)[C@@H](C(O)C23)[C@@H]14 (stereo partly specified)	-1	0%
O=C1C=C2C=C[C@H]3C[C@@]2(O1)[C@H]1CCCCN31	-1	-6%[24.8 µM]
C[C@@H]1OC=C2[C@@H](O)[C@H]3O[C@H]3C(=O)[C@@]23[C@H]1[C@H]1C2=C([C@@H](O)[C@H]4O[C@@H]4C2=O)[C@@H]3O[C@@H]1C	-2	7%[11.7 µM]
NC[C@H](CP(=O)(O)O)c1ccc(Cl)cc1	0	-1%[24.8 µM]
CC(C)CN1CC2(CCN(C(=O)Oc3ccccc3)CC2)C1	6	11%
O=C(Nc1ccccc1)N1CC[C@@]2(CCCNC2)C1	-1	11%
O=C1OC(c2cc(I)c(O)c(I)c2)(c2cc(I)c(O)c(I)c2)c2ccccc21	3	?
CN[C@@H]1C[C@H](c2ccc(Cl)c(Cl)c2)c2ccccc21	3	-16%[24.8 µM]
CC(C)CCNC(=O)CNC(=O)[C@@H](C)NC(=O)[C@@H](N)Cc1ccc(O)cc1	1	-14%
O=C(NC1CCCCC1)c1cn(CCN2CCOCC2)c2cc(Cl)ccc2c1=O	1	-1%
CCOP(=S)(OCC)Oc1cc(C)nc(N(CC)CC)n1	-1	-22%
O=C(O)c1cc(Oc2ccc([N+](=O)[O-])cc2)cc(Oc2ccc([N+](=O)[O-])cc2)c1	5	?
CSCC[C@H](NC(=O)[C@@H](NC(=O)CNC(=O)[C@H](CC(=O)O)NC(=O)[C@H](CCSC)NC(=O)[C@@H](N)Cc1ccc(O)cc1)[C@@H](C)O)C(=O)N[C@@H](CO)C(=O)N[C@@H](CCC(N)=O)C(=O)N[C@H](C(=O)O)C(C)C	-1	-2%
CC(C)CCCC1(C)C=Cc2c(O)c3c(c(CCC(C)C)c2O1)OC12C(CC4CC1C(C)(C)OC2(CCC(C)C(=O)O)C4O)C3=O (stereo unspecified)	0	1%
CCCCC/C=C\C/C=C\C/C=C\CCCCC(=O)NCCO	0	-13%
Oc1ccc2[nH]cc(CCCCN3CC=C(c4ccccc4)CC3)c2c1	-1	-21%[24.8 µM]
CN(C)C(=O)Nc1ccc(-n2nc(C(C)(C)C)oc2=O)c(Cl)c1	0	-1%
COC(C)C(O)(C(=O)OC1=CCN2CC[C@H](O)[C@H]12)C(C)C (stereo partly specified)	3	2%[24.8 µM]
O=C(Nc1ccccc1)N1CCC2(CC1)CCN(C(=O)Oc1ccccc1)CC2	-1	0%
C=C(C)[C@H]1Cc2c(ccc3c2O[C@@H]2COc4cc(OC)c(OC)cc4[C@@H]2C3=O)O1	3	-10%
CC(C)C[C@H]1C(=O)N2CCC[C@@H]2[C@@]2(O)O[C@](NC(=O)[C@@H]3C=C4c5cccc6[nH]cc(c56)C[C@@H]4N(C)C3)(C(C)C)C(=O)N12	-26	-30%[24.8 µM]
NC(N)=Nc1ccc2[nH]c3c(c2c1)C[C@]1(O)[C@@H]2Cc4ccc(O)c5c4[C@]1(CCN2CC1CC1)[C@@H]3O5	-3	3%[24.8 µM]
CNC(=O)Oc1cccc2c1OC(C)(C)C2	3	2%
CNCC(N)C(=O)O (stereo unspecified)	0	-3%
Oc1ccc2c3c1OC1C(O)CC[C@]4(O)C(C2)N(CC2CCC2)CC[C@]314 (stereo partly specified)	0	-6%
Fc1ccc(C(OCCN2CCN(C/C=C\c3ccccc3)CC2)c2ccc(F)cc2)cc1	-4	?
C[C@H]1C/C=C/[C@@H]2[C@@H]3O[C@]3(C)[C@@H](C)[C@H]3[C@H](Cc4ccccc4)NC(=O)[C@]32OC(=O)O/C=C/[C@](C)(O)C1=O	1	?
CC(=O)Oc1c2c(c(CC=C(C)C)c3c1C(=O)C1=CC4CC5C(C)(C)OC(C/C=C(\C)C(=O)O)(C4=O)[C@]15O3)OC(C)(CCC=C(C)C)C=C2 (stereo partly specified)	-2	5%
C#CCOS(=O)OC1CCCCC1Oc1ccc(C(C)(C)C)cc1 (stereo unspecified)	0	-3%
C[C@H]1CN(C2CCC(C#N)(c3ccc(F)cc3)CC2)CC[C@@]1(C(=O)O)c1ccccc1 (stereo partly specified)	-4	5%[24.8 µM]
O=C(Oc1ccccc1)N1CCC2(CCN(Cc3nccs3)CC2)CC1	0	9%
N#Cc1cc(Br)c(O)c(Br)c1	3	1%
CCCN(CCC)[C@@H]1CCc2ccc(O)cc2C1	1	6%
CC1CC(O)[C@]2(O)[C@]13CC(=O)OC[C@@]2(C)[C@@](C)(O)C(=O)C3 (stereo partly specified)	2	-6%
Oc1ccc2c3c1O[C@H]1c4oc5ccccc5c4C[C@]4(O)[C@H](C2)N(CC2CC2)CC[C@@]314	1	5%[24.8 µM]
O=C(c1ccco1)N1CCC2(CC1)CN(Cc1ccncc1)C2	1	-10%
CCN(CC)CCCCN1c2ccccc2Oc2ccc(Cl)cc21	7	?
COCC(C)N(C(=O)CCl)c1c(C)csc1C (stereo unspecified)	10	-4%
CC(C)(C)[C@]1(O)C[C@@H]2OC(=O)CC23C(=O)O[C@@H]2OC(=O)[C@H](O)C231 (stereo partly specified)	2	-17%
C/C(=C\C=C/[C@@H](C)C(=O)O)[C@H]1CN[C@H](C(=O)O)[C@@H]1CC(=O)O	-2	46%[activator][24.8 µM]
Cc1[nH]c2ccc(Cl)cc2c1C1=CCNCC1	0	-3%
CC(C)[C@H](CO)Nc1nc(Nc2cccc(Cl)c2)c2ncn(C(C)C)c2n1	0	?
CN1CCN(c2ccc3ccccc3n2)CC1	1	-6%
CC(C)Oc1cc(-n2nc(C(C)(C)C)oc2=O)c(Cl)cc1Cl	1	4%
OCC(Br)(Br)Br	3	4%
CNC(=O)O/N=C/C(C)(C)SC	4	-12%
CCCCCc1cc(O)c2c(c1)OC(C)(C)[C@@H]1CCC(C(=O)O)=C[C@H]21	-2	?
CC(C)[C@]1(NC(=O)[C@@H]2C=C3c4cccc5[nH]cc(c45)C[C@H]3N(C)C2)O[C@@]2(O)C3CCCN3C(=O)[C@H](Cc3ccccc3)N2C1=O (stereo partly specified)	-32*	-14%[24.8 µM]
CC1(C)N(O)C(c2ccc(C(=O)O)cc2)=[N+]([O-])C1(C)C	-51*	4%[24.8 µM]
